# From PubChem
# OXTR ag – human OXTR agonism | CHO-OTR cells, Fluo-8 calcium fluorescence; normalized: DMSO 0%, oxytocin 100% | activation, % at 3 µM | 320,000 tested, 0.32% active | AID 2435;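 active means activation above the mean of all tested compounds plus 3 SD, cutoff set per screening run, cut at about 20% in these data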;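 further: peak over basal fluorescence ratio from a 100 s FLIPR kinetic read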
# Target sequence (P30559 whole entry, looked up): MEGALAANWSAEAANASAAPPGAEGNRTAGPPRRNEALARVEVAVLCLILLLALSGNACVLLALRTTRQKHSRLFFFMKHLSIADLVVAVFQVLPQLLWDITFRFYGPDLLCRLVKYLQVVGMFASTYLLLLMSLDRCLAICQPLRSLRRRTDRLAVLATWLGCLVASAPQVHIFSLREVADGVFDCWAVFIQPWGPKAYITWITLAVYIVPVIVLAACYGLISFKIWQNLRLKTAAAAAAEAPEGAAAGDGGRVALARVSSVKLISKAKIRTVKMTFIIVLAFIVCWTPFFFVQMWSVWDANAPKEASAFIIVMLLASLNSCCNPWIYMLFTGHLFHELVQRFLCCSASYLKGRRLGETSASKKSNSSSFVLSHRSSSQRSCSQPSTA
# An asterisk follows results filed as active. The list is partial. The share of hits here may be higher or lower than overall.
SMILES,OXTR ag
COc1ccc(OC)c(-c2csc(NC(=O)COC(=O)c3ccc(NC(=O)CC#N)cc3)n2)c1,0.6
COc1ccc2[nH]cc(CCNC(=O)c3ccco3)c2c1,0.5
O=C1C=C(c2cc(Cl)cc(Cl)c2)C[C@@H](c2ccc(F)cc2)C1,-0.5
COc1cccc(OC)c1C(=O)OCC(=O)N1CC(C)CC(C)C1 (stereo not given),0.8
CN(Cc1ccccc1)C(=O)c1[nH]cnc1C(=O)Nc1nccs1,1.0
COc1ccccc1-c1sc2cc3c(cc2c1C#CC1(O)CCCCC1)OCO3,0.1
O=C(Nc1ccncc1)c1cc2ccccc2cc1O,16
CS(=O)(=O)c1ccc(NC(=O)CCN2C(=O)C3CCCCC3C2=O)cc1 (stereo not given),0.8
CC(C)(C)OC(=O)N1CCCC(C(=O)Nc2ccc(C(=O)N3CCOCC3)cc2)C1 (stereo not given),1.8
CCOC(=O)C1=C(COC(=O)C(CC)c2ccccc2)NC(=O)NC1C (stereo not given),-0.7
COc1ccc(N2CCN(C(=O)COC(=O)Cc3c(F)cccc3Cl)CC2)cc1,4.0
CCCCC[C@@H]1C=C(C(=O)O)[C@H](c2cccc(C)c2)N1S(=O)(=O)c1ccc(C)cc1,-0.4
Cc1cccc(NC(=O)CN2C(=O)NC3(CCCCCCC3)C2=O)c1C,-0.8
CCCOc1ccc(C(=O)CCC(=O)NNC(=O)Cn2nc(C)cc2C)cc1,-0.2
CC(C)NS(=O)(=O)c1ccc(Br)c(C(=O)OC(C)C(=O)NC2CCCCC2C)c1 (stereo not given),-0.7
COc1ccc(CNC(=O)Cn2ccc(N)nc2=O)cc1,0.5
CC1CC(C)CN(C(=O)c2ccc(NS(=O)(=O)c3ccc4[nH]c(=O)[nH]c4c3)cc2)C1 (stereo not given),0.0
C#CCOCCOCCOCCNc1nc(N2CCN(C(=O)CCCCCCCCCCNC(=O)[C@H]([C@@H](C)CC)n3cc(CCCCN=C(N)N)nn3)CC2)nc(N2CCN(C(=O)CCCCCCCCCCNC(=O)[C@H](CCCCN)n3cc(C)nn3)CC2)n1,-0.1
CCOc1ccccc1/C=C(\C#N)C(=O)NC1CC1,-0.4
Cc1csc(CNc2ncnc3ccc(-c4ccoc4)cc23)c1,0.0
O=C(Cn1c(=O)cnc2ccccc21)Nc1cc(Cl)ccc1N1CCOCC1,2.7
CCc1ccc([C@H]2C(C(=O)O)=C[C@@H](CC)N2S(=O)(=O)c2ccc(C)cc2)cc1,1.5
CCN(CC)CCn1c2c(c(SCC(=O)Nc3ccc(F)c(F)c3)nc1=O)CCC2,0.0
O=C(CNC(=O)c1ccco1)NNC(=O)c1ccc(Br)cc1,0.8
CS(=O)(=O)c1ccc(C(=O)OCC(=O)NC(=O)Cc2ccccc2)cc1,5.7
O=C(Cn1nnc(-c2ccccc2)n1)NC(=O)NC1CCCC1,0.4
CN(CC(=O)Nc1cccc(F)c1)C(=O)CSc1ccc(Br)cc1,0.5
O=C(COC(=O)/C=C/c1cccc(C(F)(F)F)c1)NCc1ccco1,-0.8
Cc1onc(-c2c(F)cccc2Cl)c1C(=O)OCC(=O)NCc1ccccc1,-1.3
Cc1ccc(S(=O)(=O)N(C)C)cc1NC(=O)COC(=O)C1CC1,0.9
Cn1c(SCC(=O)Nc2ccc3c(c2)CCC3)nnc1C1CC1,-0.2
CCOc1ccc(C(=O)CC(C(=O)O)N2CCN(Cc3ccccc3)CC2)cc1 (stereo not given),0.7
COCCN(C(=O)CSc1nnc(-c2cccc(F)c2)n1N)c1c(N)n(Cc2ccccc2)c(=O)[nH]c1=O,-0.5
COc1ccccc1OCCNC(=O)Cc1ccc(S(=O)(=O)N2CCOCC2)s1,-0.4
O=C(COC(=O)COc1ccccc1)NC1CCCC1,0.1
COc1cc(OC)cc(-c2sc3ccc(OC)cc3c2C#CCO)c1,-1.3
CCCCn1c(N)c(N(CCC(C)C)C(=O)C2CCCC2)c(=O)[nH]c1=O,-0.6
CN(C)S(=O)(=O)c1ccc(SCC(=O)N2CC(=O)Nc3ccccc32)nc1,1.1
C=CCN1CCCC1CNC(=O)c1cc2[nH]nnc2cc1OC (stereo not given),0.0
C=CC[C@H](CC(=O)NCCO)C(=O)N[C@H](COC(=O)[C@H](CC=C)CC(=O)OC(C)(C)C)Cc1c[nH]c2ccccc12,1.4
COc1ccc(C)cc1NC(C)C(=O)NC(=O)NC1CCCCC1 (stereo not given),-2.9
COCCn1ccc2c(OCC(=O)NCc3ccccc3)cccc2c1=O,-0.1
N#CCC(=O)Nc1ccc(C(=O)OCC(=O)N=c2sccn2Cc2ccccc2Cl)cc1,1.7
COc1ccc(NC(=O)Nc2ccc3c(c2)C(=O)N([C@H](C)CO)C[C@H](C)[C@@H](CN(C)C(=O)Nc2ccc4c(c2)OCO4)O3)cc1,0.5
CN(C1CCCCC1)S(=O)(=O)c1cccc(C(=O)Nc2ccccn2)c1,-2.2
CC(Sc1nnc(N)s1)C(=O)NCc1ccc2c(c1)OCO2 (stereo not given),1.2
O=C(COC(=O)/C=C/c1ccc(OC(F)F)cc1)NC1CCCCC1,-0.4
CN(CC(=O)Nc1ccccc1Cl)C(=O)c1ccc(Cl)c(S(=O)(=O)N2CCCCCC2)c1,0.8
CCOc1ccc(CN2C(=O)c3ccccc3C2=O)cc1C(=O)NC1CC(C)(C)NC(C)(C)C1,1.2
CC1CCCN(C(=O)COC(=O)COc2ccc(C#N)cc2)C1 (stereo not given),1.2
CC(C)N(C(=O)[C@H]1CC(CC(=O)NCCN2CCOCC2)C(=O)N2CCc3c([nH]c4ccccc34)[C@]12C)C(C)C (stereo not given in full),-0.2
COCCN(C(=O)c1cc(-c2ccco2)nc2ccccc12)c1c(N)n(Cc2ccccc2)c(=O)[nH]c1=O,-0.4
CC1CC(C)CN(C(=O)COC(=O)c2ccc3c(c2)OCO3)C1 (stereo not given),-0.1
CC1CN(C(=O)c2ccccc2OCc2ccc(Cl)cc2Cl)CC(C)O1 (stereo not given),-2.9
CC(C)(Oc1ccc(Cl)cc1)C(=O)OCC(=O)N1CCN(c2ccccc2)CC1,-2.0
CC(=O)C[C@H](O)CC(=O)[C@H]1OC(=O)CCCCCc2ccccc21,2.3
C#CCOCCOCCOCCNc1nc(N2CCN(C(=O)[C@H](CCCN=C(N)N)n3cc(C(N)[C@@H](C)CC)nn3)CC2)nc(N2CCN(C(=O)[C@H](CCC(=O)O)n3cc([C@@H](N)[C@H](C)CC)nn3)CC2)n1 (stereo not given in full),2.1
O=C(CSc1nnc(NC(=O)c2c(F)cccc2F)s1)NCc1ccc(F)cc1,-0.9
Cc1ccc(OCC(=O)N2CCN(S(=O)(=O)c3ccc(Cl)s3)CC2)cc1C,0.6
CCCCNc1c(-c2ccc(OC)c(SC3CCCCC3)c2)nc2ccc(Cl)cn12,-0.7
# The results go on.
SMILES,OXTR ag
CCCCN(C(=O)CSc1nnnn1C)C1CCS(=O)(=O)C1 (stereo not given),-0.2
CCc1noc(C)c1C(=O)OCC(=O)N(CCOC)c1c(N)n(Cc2ccccc2)c(=O)[nH]c1=O,1.4
Nc1c(C(=O)NC2CCCC2)c2nc3ccccc3nc2n1/N=C/c1cccnc1,0.1
CS(=O)(=O)c1ccccc1C(=O)Nc1cc(Cl)ccc1-n1cncn1,-0.3
CCOC(=O)[C@H]1[C@H]2COc3ccccc3[C@@H]2N2C(=O)CN(Cc3ccccc3)C(=O)[C@@]12C,0.8
COc1ccc(-c2sc3ccc(OC)cc3c2C#Cc2cncn2C)cc1,-0.3
CC(C)(C)OC(=O)N1CCC(C(=O)Nc2ccc3c(c2)CCC3)CC1,-3.0
Cc1cccc(C)c1NC(=O)CN(C)C(=O)c1cc(S(=O)(=O)N(C)C)ccc1N1CCCC1,-1.4
Cc1cccc(C)c1NC(=O)CNC(=O)C(C)N1CCCCC1 (stereo not given),0.2
Cc1ccc(OCCC(=O)OCC(=O)Nc2ccc(N3CCOCC3)cc2)cc1,3.0
Cc1ccc(SCC(=O)NC2CCS(=O)(=O)C2)cc1C (stereo not given),0.0
CC(C)C(=O)Nc1ccc(S(=O)(=O)N2CCC(c3nc4ccccc4[nH]3)CC2)cc1,0.6
Cc1cccc(C(=O)OCC(=O)N2CC(=O)Nc3ccccc32)c1C,0.7
COc1ccc(-c2nn(-c3ccccc3)cc2C(=O)N(C)CC(=O)Nc2ccc(N3CCOCC3)cc2)cc1,1.0
O=C(COC(=O)C1CCCCC1)Nc1cccc(F)c1,-0.7
CC(C)(C)c1csc(NC(=O)C2=COCCO2)n1,-0.9
Cc1c(NS(=O)(=O)c2cc(C(=O)NCc3cccnc3)ccc2Cl)c(=O)n(-c2ccccc2)n1C,-1.2
CC(C)Cn1c(N)c(C(=O)COC(=O)C2CCCN2C(=O)c2cccs2)c(=O)n(C)c1=O (stereo not given),0.5
COc1ccc(NC(=O)COC(=O)C23CC4CC(CC(O)(C4)C2)C3)cc1Cl,3.0
O=C(NCCCN1CCCC1=O)c1cc2ccccc2o1,-0.1

# Rewritten as labelled records: entries from further up.
CS(=O)(=O)c1ccccc1C(=O)Nc1cc(Cl)ccc1-n1cncn1
  OXTR ag: -0.3

CCOC(=O)[C@H]1[C@H]2COc3ccccc3[C@@H]2N2C(=O)CN(Cc3ccccc3)C(=O)[C@@]12C
  OXTR ag: 0.8

# Entries above that have a thiophene ring, fused or not, in the order listed:
SMILES,OXTR ag
COc1ccccc1-c1sc2cc3c(cc2c1C#CC1(O)CCCCC1)OCO3,0.1
Cc1csc(CNc2ncnc3ccc(-c4ccoc4)cc23)c1,0.0
COc1ccccc1OCCNC(=O)Cc1ccc(S(=O)(=O)N2CCOCC2)s1,-0.4
COc1cc(OC)cc(-c2sc3ccc(OC)cc3c2C#CCO)c1,-1.3
Cc1ccc(OCC(=O)N2CCN(S(=O)(=O)c3ccc(Cl)s3)CC2)cc1C,0.6
COc1ccc(-c2sc3ccc(OC)cc3c2C#Cc2cncn2C)cc1,-0.3
CC(C)Cn1c(N)c(C(=O)COC(=O)C2CCCN2C(=O)c2cccs2)c(=O)n(C)c1=O (stereo not given),0.5

# (further entries)
SMILES,OXTR ag
CCOC(=O)c1c2ccccc2[n+]([O-])n1CCO,0.4
O=C1CN(C(=O)COC(=O)c2ccc(Cl)c(S(=O)(=O)N3CCCCC3)c2)c2ccccc2N1,4.9
CC1CC1C(=O)Nc1nc2ccc(Cl)cc2s1 (stereo not given),-2.8
C[C@]12c3[nH]c4ccccc4c3CCN1C(=O)C(CC(=O)NCc1cccc(C(F)(F)F)c1)C[C@@H]2C(=O)N1CCCCC1 (stereo not given in full),-1.6
CCOC(=O)c1c(NC(=O)COC(=O)c2cccnc2OCC)sc(C(=O)N(CC)CC)c1C,-0.4
O=C(CN1CCN(C(=O)c2cncn2-c2ccccc2)CC1)Nc1ccccc1Cl,7.4
CN(C)CCCN(C(=O)c1nc2ccccc2s1)c1nc2ccc(F)cc2s1,0.8
CC(C)N(C(=O)[C@H]1CC(CC(=O)NCCc2ccccn2)C(=O)N2CCc3c([nH]c4ccccc34)[C@]12C)C(C)C (stereo not given in full),-2.1
CCOc1ccc(NC(=O)c2ccc(OCC3CCCO3)cc2)cc1S(=O)(=O)N(CC)CC (stereo not given),2.1
O=C(COC(=O)C1CC1)Nc1ccc(Cl)cn1,0.8
OCC[C@H]1C[C@@H](O)[C@H](O)[C@@]2(Cc3ccccc3O2)O1,0.3
CCN(CC(=O)Nc1cc(S(=O)(=O)N2CCOCC2)ccc1Cl)Cc1ccccc1,3.7
O=C(NCC(c1ccco1)N1CCc2ccccc2C1)C(=O)Nc1ccccc1 (stereo not given),-1.0
CCOC(=O)C1=CC[C@H]2c3c(c4ccccc4n3C)C[C@H]1N2C,3.0
CC(C)CN(C(=O)CSc1nnc2ccccn12)C1CCS(=O)(=O)C1 (stereo not given),1.1
CCN(CC)c1ccc(S(=O)(=O)N2CCOCC2)cc1NC(=O)Cn1nc(C)c([N+](=O)[O-])c1C,-1.1
CCc1ccc(Nc2nnc(SCC(=O)NC(=O)CN3CCCC3=O)s2)cc1,-1.5
Cc1noc(NS(=O)(=O)c2ccc(NC(=O)c3ccc(N(C)C)cc3)cc2)c1C,0.9
Cc1ccc(S(=O)(=O)CCC(=O)Nc2sccc2C(N)=O)cc1,2.5
CC(=O)Nc1ccc(SCCN2CC[C@@H](O)CCC2=O)cc1,1.9

# 5 compounds from above, sorted by length of the SMILES, ascending:
SMILES,OXTR ag
CCOC(=O)c1c2ccccc2[n+]([O-])n1CCO,0.4
O=C(NCC(c1ccco1)N1CCc2ccccc2C1)C(=O)Nc1ccccc1 (stereo not given),-1.0
CCOc1ccc(NC(=O)c2ccc(OCC3CCCO3)cc2)cc1S(=O)(=O)N(CC)CC (stereo not given),2.1
CCN(CC)c1ccc(S(=O)(=O)N2CCOCC2)cc1NC(=O)Cn1nc(C)c([N+](=O)[O-])c1C,-1.1
C[C@]12c3[nH]c4ccccc4c3CCN1C(=O)C(CC(=O)NCc1cccc(C(F)(F)F)c1)C[C@@H]2C(=O)N1CCCCC1 (stereo not given in full),-1.6

# Remaining list, next part.
SMILES,OXTR ag
CC(C)(C)CNC(=O)[C@]1(C)CCC[C@@]2(C)C3CC[C@@]4(C)C[C@]3(CCC21)CC4=O (stereo not given in full),-1.5
CC(=O)c1ccccc1NC(=O)COC(=O)c1cc[n+]([O-])cc1,1.8
O=C(CCCN1CCC(O)(c2cccc(C(F)(F)F)c2)CC1)c1ccc(F)cc1,6.5
CN(CC(=O)Nc1ccccc1C(F)(F)F)C(=O)c1ccc2c(=O)n3c(nc2c1)CCC3,-0.4
O=C(Cc1cccc(NC(=O)C2CCN(C(=O)C3CC3)CC2)c1)Nc1cccc(C(=O)N2CCCC2)c1,-0.2
COc1ccc(CNC(=O)COC(=O)c2ccc(OCC3CCCO3)cc2)cc1 (stereo not given),4.1
C=C(NC(=O)C(=C)NC(=O)c1csc(C2=NC3c4csc(n4)C4NC(=O)c5csc(n5)C([C@@](C)(O)C(C)O)NC(=O)C5CSC(=N5)/C(=C\C)NC(=O)C(C(C)O)NC(=O)c5csc(n5)[C@]3(CC2)NC(=O)C(C)NC(=O)C(=C)NC(=O)C(C)NC(=O)C(C(C)CC)NC2C=Cc3c(C(C)O)cc(nc3C2O)C(=O)OC4C)n1)C(N)=O (stereo not given in full),0.1
Cc1cccc(C(=O)NNC(=O)c2n[nH]c(=O)c3ccccc23)c1C,0.1
CSCCC(NC(=O)c1ccco1)C(=O)NC1CCCCCC1 (stereo not given),-1.9
CC(=O)Nc1ccc(SCCN2CC[C@@H](C(C)(C)C)CCC2=O)cc1,2.3
